p53 PUMA act: mutant p53 pathway re-activators, primary screen, cell-based, SW480, luciferase, single point, HTS; SW480 PUMA-promoter luciferase, p53 mutant reactivation; activation, % at 9.98 µM; hit rate 1.5% among 28,000; AID 624151, 2012; in the data active means activation above about 52%
STK33 kin inh: STK33 kinase inhibitors, primary screen, biochemical, luminescence, ADP-Glo, MBP substrate | inhibition, % at 12.5 µM | Serine/threonine-protein kinase 33 (Homo sapiens), Q9BYT3 | hit rate 0.44% among 27,000 | AID 2322, 2010; in the data active means inhibition above about 20%
Target sequence (Q9BYT3 whole entry, looked up): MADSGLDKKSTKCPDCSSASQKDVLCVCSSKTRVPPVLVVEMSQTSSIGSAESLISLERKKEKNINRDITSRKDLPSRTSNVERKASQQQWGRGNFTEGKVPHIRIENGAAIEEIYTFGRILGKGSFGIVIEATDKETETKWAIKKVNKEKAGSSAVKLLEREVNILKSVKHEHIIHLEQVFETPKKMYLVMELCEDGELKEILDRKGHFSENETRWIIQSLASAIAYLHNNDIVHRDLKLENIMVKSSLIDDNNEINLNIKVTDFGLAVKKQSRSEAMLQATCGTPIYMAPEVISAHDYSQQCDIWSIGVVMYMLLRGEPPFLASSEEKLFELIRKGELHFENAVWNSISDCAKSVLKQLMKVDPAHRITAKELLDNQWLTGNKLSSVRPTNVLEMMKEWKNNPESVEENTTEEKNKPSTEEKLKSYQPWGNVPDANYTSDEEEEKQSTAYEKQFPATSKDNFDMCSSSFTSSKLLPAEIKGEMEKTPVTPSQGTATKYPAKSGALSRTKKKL
Starred values were filed as active, the others as inactive; . = no result given. The list is partial; the hit share may differ from the screen's.

SMILES | p53 PUMA act | STK33 kin inh
C[C@@H]1CN([C@@H](C)CO)C(=O)Cc2cc(NC(=O)Nc3ccc(C(F)(F)F)cc3)ccc2O[C@@H]1CN(C)Cc1ccccc1 | . | -2
CC(C)NC(=O)Nc1ccc2c(c1)C(=O)N([C@@H](C)CO)C[C@@H](C)[C@@H](CN(C)Cc1ccc(C(=O)O)cc1)OCCCC[C@H](C)O2 | 4 | .
C[C@H](CO)N1C[C@H](C)[C@H](CN(C)C(=O)Nc2ccc(F)cc2)Oc2ncc(-c3ccccc3)cc2C1=O | . | 3
COc1ccc2c(=O)c(-c3ccc(OC)c(OC)c3)coc2c1 | 124* | .
C[C@H](CO)N1C[C@H](C)[C@H](CN(C)C(=O)Nc2ccccc2)Oc2ccc(NS(=O)(=O)c3cccs3)cc2CC1=O | . | -11
C[C@H](CO)N1C[C@H](C)[C@H](CN(C)Cc2ccncc2)Oc2ccc(NS(=O)(=O)c3ccc(Cl)cc3)cc2CC1=O | . | 1
O=C(C[C@H]1C[C@H]2c3cc(NC(=O)c4cccnc4)ccc3O[C@H]2[C@H](CO)O1)NCCN1CCCCC1 | 12 | .
C[C@H](CO)N1C[C@H](C)[C@@H](CN(C)CC2CC2)Oc2ccc(NS(=O)(=O)c3ccc(Cl)cc3)cc2C1=O | . | -1
Cc1ccc(S(=O)(=O)Nc2ccc3c(c2)CC(=O)N([C@@H](C)CO)C[C@@H](C)[C@@H](CN(C)Cc2ccc(C(F)(F)F)cc2)O3)cc1 | . | 7
Cc1cc(C(F)(F)F)nc(SCC(=O)Nc2cccc(Cl)c2Cl)n1 | 11 | -1
Cc1ccc(NC(=O)COc2ccc(C(=O)Nc3cccc(C)c3C)cc2)cc1 | -11 | -3
Cc1cccc(C)c1NC(=O)CN(c1ccc(Br)cc1)S(C)(=O)=O | -1 | 1
Cc1ccc(-c2csc3ncn(CC(=O)Nc4cc(Cl)ccc4Cl)c(=O)c23)cc1 | 9 | 8
C[C@H](CO)N1C[C@H](C)[C@@H](CN(C)S(C)(=O)=O)Oc2cc(-c3ccccc3F)ccc2S1(=O)=O | -15 | .
C[C@H](CO)N1C[C@H](C)[C@@H](CN(C)Cc2ccc(C(=O)O)cc2)Oc2ccc(NC(=O)NC3CCCCC3)cc2CC1=O | 13 | .
C[C@H]1CN([C@@H](C)CO)C(=O)Cc2cc(NC(=O)Nc3ccc(F)cc3)ccc2O[C@H]1CN(C)S(=O)(=O)c1ccccc1 | . | 0
C[C@@H]1CCCCO[C@@H](CN(C)C(=O)Nc2ccc(F)cc2)[C@H](C)CN([C@H](C)CO)C(=O)c2cc(NS(=O)(=O)c3ccccc3)ccc2O1 | -20 | .
COc1ccc(Cl)cc1S(=O)(=O)Nc1ccc(Cl)cn1 | -22 | 3
CSc1nc(C)cc(SCC(=O)Nc2ccccc2)n1 | 14 | 2
C[C@@H]1CN([C@@H](C)CO)C(=O)c2cccc(NC(=O)C3CCOCC3)c2O[C@H]1CN(C)Cc1ccc(C(F)(F)F)cc1 | 2 | .
C[C@H](CO)N1C[C@H](C)[C@H](CN(C)Cc2ccc(C(=O)O)cc2)Oc2c(NS(=O)(=O)c3ccc(F)cc3)cccc2C1=O | . | 2
CC(C(=O)Nc1cccc(C(F)(F)F)c1)N(c1ccc(Cl)cc1)S(C)(=O)=O (centres undefined) | -7 | -7
Cc1noc(C)c1NC(=O)Nc1ccc2c(c1)C(=O)N([C@H](C)CO)C[C@H](C)[C@H](CN(C)C(=O)Nc1ccc(F)cc1)OCCCC[C@@H](C)O2 | . | 0
O=[N+]([O-])c1cc(C(F)(F)F)ccc1NCCNS(=O)(=O)c1ccc2ccccc2c1 | -11 | 1
COc1ccc(S(=O)(=O)N(C)C[C@@H]2Oc3ccc(NC(=O)Nc4ccc(F)cc4)cc3C(=O)N([C@H](C)CO)C[C@@H]2C)cc1 | . | 4
C[C@H]1CN([C@@H](C)CO)C(=O)c2cccc(NC(=O)c3ccncc3)c2O[C@@H]1CN(C)Cc1ccc(Cl)c(Cl)c1 | 7 | .
CC(=O)Oc1ccc(-c2coc3cc(OC(C)=O)cc(OC(C)=O)c3c2=O)cc1 | . | 0
CNC[C@@H]1Oc2c(NS(=O)(=O)c3cn(C)cn3)cccc2C(=O)N([C@H](C)CO)C[C@H]1C | 4 | .
Cc1ccc(N(CC(O)Cn2c3ccccc3c3ccccc32)S(C)(=O)=O)c(C)c1 (centres undefined) | 1 | 2
COc1ccc(CN(C)C[C@@H]2Oc3ccc(NS(=O)(=O)c4ccc(Cl)cc4)cc3C(=O)N([C@H](C)CO)C[C@@H]2C)cc1 | -5 | .
CCC(C)[C@H]1C(=O)O[C@H](C(C)C)C(=O)N(C)[C@@H](C(C)C)C(=O)O[C@H](C(C)C)C(=O)N(C)[C@@H](C(C)C)C(=O)O[C@H](CC(C)C)C(=O)N1C (some centres undefined) | . | -5
COc1ccccc1NC(=O)CSc1nnc(-c2ccccc2)n1-c1cccc(C)c1 | -8 | 4
O=C(N[C@@H](CO)[C@H](O)c1ccc([N+](=O)[O-])cc1)C(Cl)Cl | . | -3
Cc1ccc(S(=O)(=O)Nc2ccc3c(c2)C(=O)N([C@@H](C)CO)C[C@H](C)[C@@H](CN(C)S(=O)(=O)c2ccc(Cl)cc2)O3)cc1 | . | -1
COc1ccc(OC)c(NC(=O)COc2ccc(C(=O)Nc3ccc(Cl)cc3)cc2)c1 | 10 | 1
C[C@@H]1CCCCO[C@H](CN(C)C(=O)Nc2ccc3c(c2)OCO3)[C@@H](C)CN([C@H](C)CO)C(=O)c2cc(NC(=O)Nc3ccc(F)cc3)ccc2O1 | . | -4

No new results follow: entries from further up.
SMILES | p53 PUMA act | STK33 kin inh
C[C@H](CO)N1C[C@H](C)[C@@H](CN(C)CC2CC2)Oc2ccc(NS(=O)(=O)c3ccc(Cl)cc3)cc2C1=O | . | -1
Cc1ccc(S(=O)(=O)Nc2ccc3c(c2)CC(=O)N([C@@H](C)CO)C[C@@H](C)[C@@H](CN(C)Cc2ccc(C(F)(F)F)cc2)O3)cc1 | . | 7
Cc1cc(C(F)(F)F)nc(SCC(=O)Nc2cccc(Cl)c2Cl)n1 | 11 | -1

Continued.
SMILES | p53 PUMA act | STK33 kin inh
C[C@@H]1CN([C@@H](C)CO)C(=O)CCCn2nncc2CO[C@H]1CN(C)S(=O)(=O)c1cn(C)cn1 | . | -2
COc1cccc(-c2cnc3c(c2)C(=O)N([C@H](C)CO)C[C@H](C)[C@H](CN(C)S(=O)(=O)c2cccs2)O3)c1 | . | -2
CC(C)NC(=O)N(C)C[C@@H]1Oc2ccc(NC(=O)C3CCCCC3)cc2CC(=O)N([C@@H](C)CO)C[C@@H]1C | . | 1
Cc1nc2ccccc2n1CC(O)COc1ccc(C(C)C)cc1 (centres undefined) | -23 | -3
C[C@@H]1CN([C@@H](C)CO)C(=O)c2cc(C#CCN(C)C)cnc2O[C@H]1CN(C)Cc1cccc(C(=O)O)c1 | 13 | .
CC(C)CC#Cc1cnc2c(c1)C(=O)N([C@H](C)CO)C[C@H](C)[C@H](CN(C)Cc1cncnc1)O2 | 10 | .
Cc1n[nH]c(C)c1SCC(=O)Nc1ccc(F)cc1 | 0 | 2
COc1ccc(-c2cnc3c(c2)C(=O)N([C@@H](C)CO)C[C@H](C)[C@H](CN(C)S(C)(=O)=O)O3)cc1 | 8 | .
C[C@@H]1CN([C@@H](C)CO)C(=O)c2cc(-c3ccc(C#N)cc3)cnc2O[C@@H]1CN(C)C(=O)c1ccccc1 | 9 | .
Cc1noc(C)c1S(=O)(=O)Nc1ccc2c(c1)C(=O)N([C@H](C)CO)C[C@H](C)[C@@H](CN(C)C(=O)Nc1ccccc1)OCCCC[C@H](C)O2 | 0 | .
CC(C)CC#Cc1cnc2c(c1)C(=O)N([C@@H](C)CO)C[C@@H](C)[C@@H](CN(C)Cc1ccccc1C(=O)O)O2 | 10 | .
C[C@H](CO)N1C[C@H](C)[C@@H](CN(C)Cc2ccncc2)Oc2ccc(N(C)C)cc2C1=O | 8 | .

Molecules listed so far that have a CF3 group:
SMILES | p53 PUMA act | STK33 kin inh
C[C@@H]1CN([C@@H](C)CO)C(=O)Cc2cc(NC(=O)Nc3ccc(C(F)(F)F)cc3)ccc2O[C@@H]1CN(C)Cc1ccccc1 | . | -2
Cc1ccc(S(=O)(=O)Nc2ccc3c(c2)CC(=O)N([C@@H](C)CO)C[C@@H](C)[C@@H](CN(C)Cc2ccc(C(F)(F)F)cc2)O3)cc1 | . | 7
Cc1cc(C(F)(F)F)nc(SCC(=O)Nc2cccc(Cl)c2Cl)n1 | 11 | -1
C[C@@H]1CN([C@@H](C)CO)C(=O)c2cccc(NC(=O)C3CCOCC3)c2O[C@H]1CN(C)Cc1ccc(C(F)(F)F)cc1 | 2 | .
CC(C(=O)Nc1cccc(C(F)(F)F)c1)N(c1ccc(Cl)cc1)S(C)(=O)=O (centres undefined) | -7 | -7
O=[N+]([O-])c1cc(C(F)(F)F)ccc1NCCNS(=O)(=O)c1ccc2ccccc2c1 | -11 | 1

Carrying on.
SMILES | p53 PUMA act | STK33 kin inh
Cc1noc(C)c1NC(=O)N(C)C[C@H]1Oc2ccc(NC(=O)NC(C)C)cc2CC(=O)N([C@@H](C)CO)C[C@H]1C | -1 | 3
COC(=O)CNC(=O)c1cn(-c2ccccc2)nc1-c1ccc(F)cc1 | 5 | -5
COC(=O)C1=C(C)Nc2ncnn2C1c1ccc(OCC(=O)N2CCOCC2)c(OC)c1 (centres undefined) | -1 | -1
C[C@H]1CN([C@@H](C)CO)C(=O)c2cc(N(C)C)ccc2O[C@H]1CN(C)C(=O)Nc1ccccc1 | . | -1
C[C@@H]1CN([C@@H](C)CO)C(=O)Cc2cc(N(C)C)ccc2O[C@@H]1CN(C)C(=O)Nc1ccc(C(F)(F)F)cc1 | . | -5
O=C(CSc1n[nH]c(-c2ccc(Cl)cc2Cl)n1)N1CCc2ccccc21 | -15 | 4
C[C@@H]1CN([C@@H](C)CO)C(=O)c2cc(NS(C)(=O)=O)ccc2O[C@@H](C)CCCCO[C@H]1CN(C)S(=O)(=O)c1cccs1 | 0 | .
COc1cccc(S(=O)(=O)N(C)C[C@H]2OCc3cnnn3CCCC(=O)N([C@@H](C)CO)C[C@@H]2C)c1 | . | 2
C[C@@H]1CN([C@H](C)CO)C(=O)Cc2cc(NC(=O)Nc3ccc4c(c3)OCO4)ccc2O[C@@H]1CN(C)S(=O)(=O)c1ccc(F)cc1 | . | 3
C[C@@H]1CCCCO[C@H](CN(C)S(C)(=O)=O)[C@@H](C)CN([C@H](C)CO)C(=O)c2cc(NS(=O)(=O)c3ccccc3)ccc2O1 | 8 | -6
C[C@H]1CN([C@@H](C)CO)C(=O)c2cc(NC(=O)C3CCCCC3)ccc2O[C@H]1CN(C)C(=O)NC1CCCCC1 | . | 1
C[C@H](CO)N1C[C@H](C)[C@@H](CN(C)Cc2ccc(Oc3ccccc3)cc2)OCc2cn(nn2)CCCC1=O | . | 0
CC(C)NC(=O)Nc1ccc2c(c1)CC(=O)N([C@H](C)CO)C[C@@H](C)[C@H](CN(C)C(=O)Nc1ccc(F)cc1)O2 | . | -3
C[C@@H]1CCCCO[C@H](CN(C)C(=O)NC2CCCCC2)[C@@H](C)CN([C@H](C)CO)C(=O)c2cc(NC(=O)c3ccncc3)ccc2O1 | . | 0
CC(C)NC(=O)N(C)C[C@@H]1Oc2ccc(NS(=O)(=O)c3cccs3)cc2CC(=O)N([C@H](C)CO)C[C@@H]1C | 2 | 3
C[C@H]1CN([C@@H](C)CO)C(=O)Cc2cc(NC(=O)C3CC3)ccc2O[C@H]1CN(C)C(=O)Nc1ccc(F)cc1 | 5 | .
O=C(NCCc1nc2ccccc2[nH]1)c1cccc(Cl)c1 | -17 | 0
COc1ccc(OC)c(NC(=O)Cc2coc3cc(C)cc(C)c23)c1 | 12 | -5
COc1cc2c(c(OC)c1OC)CCc1cc(O)c(O)cc1-2 | 1 | 21*
COc1ccc(CN(C)C[C@H]2Oc3ccc(NS(=O)(=O)c4ccc(F)cc4)cc3CC(=O)N([C@H](C)CO)C[C@H]2C)cc1 | . | -3
C[C@H]1CN([C@@H](C)CO)C(=O)c2cc(C#Cc3ccccn3)cnc2O[C@H]1CN(C)CC1CCOCC1 | 20 | .
CCOc1ccc(N2C(=O)/C(=C/c3ccc(F)cc3)N=C2SC(CC)C(=O)N2CCOCC2)cc1 (centres undefined) | -8 | .
C/C=C/c1cnc2c(c1)C(=O)N([C@H](C)CO)C[C@H](C)[C@@H](CN(C)S(=O)(=O)c1ccc(OC)cc1)O2 | -9 | .
COc1ccc(Cl)cc1NC(=O)CN(c1cccc(F)c1)S(C)(=O)=O | 15 | -6
CC(C)NC(=O)N(C)C[C@H]1OCc2cnnn2CCCC(=O)N([C@@H](C)CO)C[C@H]1C | 5 | -1
C[C@H](CO)N1C[C@H](C)[C@@H](CN(C)Cc2ccc(C(F)(F)F)cc2)OCc2cnnn2CCCC1=O | 14 | -1
COc1cccc(C2CC(C(F)(F)F)n3ncc(C(=O)NCc4ccco4)c3N2)c1 (centres undefined) | -3 | -2
C[C@H](CO)N1C[C@H](C)[C@H](CN(C)Cc2ccc(C(F)(F)F)cc2)Oc2ccc(NC(=O)Nc3cccc4ccccc34)cc2C1=O | . | 3
Cn1c(=O)[nH]c2ncn(C)c2c1=O | . | -2
C[C@@H]1CCCCO[C@@H](CN(C)C(=O)Nc2ccc(C(F)(F)F)cc2)[C@@H](C)CN([C@H](C)CO)C(=O)c2cc(NC(=O)Cc3ccccc3)ccc2O1 | . | -1
COc1ccc(CN(C)C[C@@H]2OCCCC[C@H](C)Oc3ccc(NC(=O)Nc4c(C)noc4C)cc3C(=O)N([C@@H](C)CO)C[C@H]2C)cc1 | 16 | .
COc1ccc(S(=O)(=O)N(C)C[C@H]2Oc3ccc(NS(C)(=O)=O)cc3CC(=O)N([C@@H](C)CO)C[C@H]2C)cc1 | -1 | 2
C[C@H](CO)N1C[C@H](C)[C@H](CN(C)S(=O)(=O)c2cccs2)Oc2ccc(NS(=O)(=O)c3ccc(F)cc3)cc2CC1=O | . | 0
C[C@@H]1CN([C@@H](C)CO)C(=O)c2cccc(NS(=O)(=O)c3ccccc3)c2O[C@H]1CN(C)C(=O)Nc1ccc(C(F)(F)F)cc1 | 6 | .

Source: PubChem (Broad Institute)
